PRMT1 FP inh = blocks human protein arginine methyltransferase 1. Q99873. recombinant PRMT1, activity-based probe fluorescence polarization. inhibition, % at 2.79 µM. 370,000 compounds, 1.3% hits. AID 652257;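 active means inhibition above about 21% made by adding two undisclosed values, limit read from the data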
Target sequence (Q99873 whole entry, looked up): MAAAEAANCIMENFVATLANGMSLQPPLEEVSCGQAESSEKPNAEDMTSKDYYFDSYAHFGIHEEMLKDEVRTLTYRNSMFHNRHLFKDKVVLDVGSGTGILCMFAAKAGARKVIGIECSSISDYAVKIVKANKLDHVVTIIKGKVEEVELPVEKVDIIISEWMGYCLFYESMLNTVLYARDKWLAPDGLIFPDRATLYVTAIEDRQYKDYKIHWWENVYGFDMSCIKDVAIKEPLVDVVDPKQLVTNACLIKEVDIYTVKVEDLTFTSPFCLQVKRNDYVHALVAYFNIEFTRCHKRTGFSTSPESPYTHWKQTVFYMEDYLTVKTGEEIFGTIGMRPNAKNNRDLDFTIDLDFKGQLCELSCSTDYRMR
HTRA1 inhibitor = HTRA1 (human) protease inhibition | inhibition, % at 5.96 µM | Q92743 | recombinant HTRA1, FP-rhodamine activity-based probe, fluorescence polarization | 340,000 compounds, 0.5% hits; in the data active means inhibition above about 36%;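 further: 0% = enzyme with DMSO and 100% = wells lacking enzyme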
Target sequence (Q92743 whole entry, looked up): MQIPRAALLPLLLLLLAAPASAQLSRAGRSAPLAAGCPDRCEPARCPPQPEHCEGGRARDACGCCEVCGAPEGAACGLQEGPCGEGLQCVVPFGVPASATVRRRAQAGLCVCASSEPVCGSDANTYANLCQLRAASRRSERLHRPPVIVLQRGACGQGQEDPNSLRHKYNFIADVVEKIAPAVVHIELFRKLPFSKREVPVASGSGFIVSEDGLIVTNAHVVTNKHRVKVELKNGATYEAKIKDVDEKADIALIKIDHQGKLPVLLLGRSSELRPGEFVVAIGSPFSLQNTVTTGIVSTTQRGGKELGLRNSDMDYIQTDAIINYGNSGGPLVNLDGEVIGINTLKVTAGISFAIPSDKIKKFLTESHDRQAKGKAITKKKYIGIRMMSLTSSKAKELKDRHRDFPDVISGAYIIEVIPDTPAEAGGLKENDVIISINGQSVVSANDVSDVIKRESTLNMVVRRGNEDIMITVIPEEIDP
rCAG binder = r(CAG) repeat RNA binding. TO-PRO-1 dye displacement fluorescence. inhibition, % at 3 µM. 370,000 compounds, 1.3% hits;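 active means inhibition above the plate cutoff, the mean of all test compounds on that plate plus 3 SD, cut at about 35% in these data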;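 further: 0% = DMSO alone and 100% = 100 µM mitoxantrone as full dye displacement; higher means more dye released from RNA so lower well fluorescence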
TCR-CD3 inh = blocks the human TCR-CD3 interaction; TAMRA-labeled TCR probe fluorescence, biochemical; inhibition, % at 9.4 µM; 360,000 compounds, 0.37% hits; in the data active means inhibition above about 19%;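 further: recombinant mutant TCR 2C K166C tagged with TAMRA read by polarization; 0% = receptor in buffer alone and 100% = receptor with positive control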
LEDGF integ inh = blocks HIV-1 LEDGF/p75-dependent DNA integration | 370,000 compounds, 0.64% hits | inhibition, % at 3.7 µM | TR-FRET IN-LEDGF/p75 DNA integration, Eu/Cy5;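 active means inhibition above the screen-wide mean plus 3 SD, cut at about 13% in these data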;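 further: signal is the Cy5 over europium emission ratio at 671 and 618 nm; 0% = plate median of compound wells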
ABHD4 inh = inhibitors of mouse ABHD4; inhibition, % at 8.92 µM; 370,000 compounds, 0.54% hits; Q8VD66; purified mABHD4, FP-Rh probe fluorescence polarization;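 active means inhibition exceeding the mean over every tested compound plus 3 SD, cut at about 30% in these data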;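 further: 0% = plate median of compound wells and 100% = S159A mutant with DMSO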
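assay system = mABHD4 protein | compound dosing = single nominal dose of 8.92 µM, 0.89% DMSO final | read-out basis = percent inhibition of probe binding, normalized to plate controls | schedule = Enzyme–compound pre-incubation 45 min, then probe 60 min, both 25 °C | detection = fluorescence polarization, excitation 525 nm, emission 598 nm, BODIPY TMR filters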
PG9 binder = PG9 antibody binding by small molecule. TR-FRET gp120-PG9 antibody binding. inhibition, % at 6.7 µM. 360,000 compounds, 0.43% hits. AID 624416; in the data active means inhibition above about 8.5%
TDP2 absorb = TDP2 (human) inhibition, absorbance primary screen; recombinant TDP2, T5PNP hydrolysis, p-nitrophenol absorbance 415 nm; inhibition, % at 12.8 µM; 370,000 compounds, 0.34% hits; O95551;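 active means inhibition above the mean of all tested compounds plus 3 SD, set per campaign, cut at about 25% in these data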;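 further: 0% = DMSO with enzyme and 100% = buffer with substrate but no TDP2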
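System: recombinant human TDP2 / Amount: 120 nM TDP2 per well / Also added: 5 mM T5PNP chromogenic substrate / Doses: 12.8 µM single point, 1% DMSO / Incubation: 2 h at 37 °C / Detection: p-Nitrophenol epi absorbance / Evaluation: % inhibition relative to enzyme-containing and enzyme-free wells / Repeats: singlicate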
SIAE primary = blocks human sialic acid acetylesterase; SIAE FP-Rh probe binding, fluorescence polarization; 370,000 compounds, 0.69% hits; inhibition, % at 9.66 µM; Q9HAT2; AID 1053197;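 active means inhibition above a cutoff: mean of compounds within the control limits plus 3 SD of those, cut at about 17% in these data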;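 further: 0% = plate median of compound wells and 100% = probe without SIAE protein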
NR1D1 modulator = Rev-erb alpha (human) modulation; 370,000 compounds, 0.79% hits; P20393; AID 1259318; Rev-erbα–FITC-DNA binding, fluorescence polarization, 90 min; activity, % at 10 µM;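 active means activity above about 14%, limit read from the data; passing the limit was not always enough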;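 further: 0% = DMSO wells with 35 nM protein and 100% = DMSO wells with 750 nM protein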
* marks the source's active call; other numbers are inactive results; / = not tested or not shown.

The line under a structure holds: PRMT1 FP inh	HTRA1 inhibitor	rCAG binder	TCR-CD3 inh	LEDGF integ inh	ABHD4 inh	PG9 binder	TDP2 absorb	SIAE primary	NR1D1 modulator
1: CC(OC(=O)c1ccccc1OCc1ccc(Cl)cc1)C(N)=O (configuration not stated)
 : 2	-7	-6	1	2	-2	1.1	8	2	-2
2: Cc1cc(=O)[nH]c(SCC(=O)Nc2ccc(F)c([N+](=O)[O-])c2)n1
 : -4	-2	6	3	5	2	0.9	-6	11	0
3: Cc1c(Cl)ccc2c(C(N)=O)cc(-c3ccccn3)nc12
 : 0	5	2	3	5	-4	1.6	-12	-11	41*
4: COc1ccccc1-n1cnnc1SCC(=O)N1CC(=O)Nc2ccccc21
 : 0	4	2	6	-1	3	0.4	1	4	-5
5: CCOC(=O)C(C)Oc1ccsc1C(=O)OC (configuration not stated)
 : -4	/	-2	2	-1	-9	-1.5	7	-5	-1
6: CC(/C=N/NC(=O)c1ccccc1F)c1ccccc1 (configuration not stated)
 : -4	-1	2	0	1	-8	-2.8	-4	4	-6
7: CC(=O)Nc1ccc2c(c1)ncn2-c1ccc(C)cc1
 : -10	8	-1	3	3	-7	1.9	-8	-7	0
8: O=C(N/N=C/C=C\c1ccccc1)c1cnccn1
 : -7	1	1	-2	2	-7	-0.8	-12	-8	3
9: c1ccc(CNc2nc(-c3ccccn3)nc3ccccc23)cc1
 : -4	20	-1	-6	-5	-4	-0.9	2	-7	3
10: COc1ccc(F)c(CN2CCC(CO)(Cc3cccc(C(F)(F)F)c3)CC2)c1
 : 1	3	-9	1	-1	3	-2.0	-2	6	-2

More structures
The line under a structure holds: PRMT1 FP inh	HTRA1 inhibitor	rCAG binder	TCR-CD3 inh	LEDGF integ inh	ABHD4 inh	PG9 binder	TDP2 absorb	SIAE primary	NR1D1 modulator
11: CCOc1ccc(NS(=O)(=O)c2ccc(NS(=O)(=O)c3cccs3)cc2)cc1
 : 3	-9	17	6	0	-2	-0.9	12	-11	8
12: CCc1ccc(OC(=O)Cc2ccc(OC)c(S(=O)(=O)N3CCOCC3)c2)cc1
 : 2	1	-3	-4	-8	-3	-0.1	-1	-4	-8
13: C=CCn1c(COc2ccccc2)nnc1SCc1ccc(C#N)cc1
 : 0	3	-9	1	1	1	-3.5	-4	-8	-3
14: COC(=O)NNC(=O)COc1cc(C)c(Br)cc1C(C)C
 : 1	-3	-3	4	-1	4	-0.1	-4	-3	-10
15: Cc1noc(C)c1S(=O)(=O)N1CCC(C(N)=O)CC1
 : -2	4	2	10	4	-9	-1.5	-8	-1	-7
16: COc1ccccc1OCc1ccc(C(=O)NCC2CCCO2)o1 (configuration not stated)
 : 1	2	-4	3	-2	4	1.6	-4	6	2
17: COc1ccc(S(=O)(=O)N2CCCCC2)cc1NC(=O)c1cccc(S(=O)(=O)N2CCOCC2)c1
 : 1	3	3	6	2	6	-0.9	3	1	0
18: CCOC(=O)C1CCN(C(=O)c2cc3c(C)cc(C)cc3[nH]2)CC1
 : -1	-1	-7	3	0	1	-1.5	-18	-4	6
19: COC(=O)C1=C(C)N(Cc2ccccc2)C(=O)N[C@H]1c1cccc(C(F)(F)F)c1
 : -1	-15	-5	-1	0	-7	-0.2	1	2	4
20: Nc1nnc(SCC(=O)Nc2ccccc2N2CCOCC2)s1
 : -1	0	2	4	1	3	0.9	-7	3	-1

(cont.)
The line under a structure holds: PRMT1 FP inh	HTRA1 inhibitor	rCAG binder	TCR-CD3 inh	LEDGF integ inh	ABHD4 inh	PG9 binder	TDP2 absorb	SIAE primary	NR1D1 modulator
21: O=C(C1=C[C@@H](c2ccc3c(c2)OCO3)C[C@@H](OCCCCO)O1)N1CCN(Cc2ccc3c(c2)OCO3)CC1
 : 0	-1	-8	12	2	3	1.6	-5	-1	4
22: Cc1ccccc1OCC(=O)N/N=C/C=C/c1ccccc1
 : 1	-6	0	7	-1	4	-4.1	13	1	-2
23: C/C(=N\Nc1cccc([N+](=O)[O-])c1)c1ccccc1O
 : 1	3	12	2	2	21	0.2	-4	4	3
24: Cc1cccn2c(=O)c3cc(C#N)c(=NC(=O)c4cccs4)n(CCCOC(C)C)c3nc12
 : 3	-1	-5	4	0	-5	2.1	5	-3	2
25: COc1ccc(/C=C(\C#N)C(=O)NCc2cccs2)cc1OC
 : -3	-7	-1	0	0	5	-1.3	10	0	2
26: O=C1c2ccccc2S(=O)(=O)N1CCOc1ccc(F)cc1
 : -2	-4	-1	-3	0	-9	-0.1	-13	4	-1
27: Cc1ccccc1N(C(=O)CNC(=O)c1ccco1)C(C(=O)NC1CCCC1)c1ccncc1 (configuration not stated)
 : 1	0	-3	2	-9	6	-1.6	3	2	1
28: COc1ccc(CNC(=O)c2sccc2C)cc1
 : -5	-7	2	5	3	0	-0.3	6	-1	-1
29: COc1ccc(C(CC(=O)Nc2cc(C)ccn2)N2Cc3ccccc3C2=O)cc1 (configuration not stated)
 : 1	-11	-3	-2	-3	0	0.8	4	-6	1
30: Cc1nn(C)c(C)c1NC(=O)C12CC3CC(CC(C3)C1)C2
 : -2	3	-1	-6	2	-2	-0.9	11	8	0

Next results
The line under a structure holds: PRMT1 FP inh	HTRA1 inhibitor	rCAG binder	TCR-CD3 inh	LEDGF integ inh	ABHD4 inh	PG9 binder	TDP2 absorb	SIAE primary	NR1D1 modulator
31: COc1ccc(C)cc1NC(=O)c1cccc(-c2ccc(OC(C)=O)cc2)c1
 : 0	-29	2	4	2	-26	-2.8	6	-13	3
32: CC(=O)Nc1ccc(S(=O)(=O)N2CCN(Cc3ccccc3[N+](=O)[O-])CC2)cc1
 : -1	-3	5	2	-1	9	-0.9	-8	0	-1
33: C#Cc1ccc([C@@H]2C=C(C(=O)NCc3ccccc3)O[C@H](OCC)[C@H]2CCCO)cc1
 : 0	-24	-5	-1	-1	-14	-0.5	-9	0	-1
34: COc1ccc(CCNC(=O)C/C(C)=N/NC(=O)C2CCCCC2)cc1OC
 : 1	-3	-1	1	-2	-2	-0.1	-2	0	-3
35: C[C@H]1CN([C@@H](C)CO)C(=O)CCCn2cc(nn2)CO[C@@H]1CN(C)S(C)(=O)=O
 : 0	2	-1	-6	-4	5	-2.0	2	0	0
36: CCN(C(=O)CSC1=Nc2ccccc2C2CC=NN12)C1CCS(=O)(=O)C1 (configuration not stated)
 : 4	11	4	4	-1	4	-1.1	2	6	/
37: O=C(CSc1nnc(-c2cccnc2)n1-c1ccc(Cl)cc1)c1ccc2ccccc2c1
 : -4	/	7	/	6	3	/	-11	1	-5
38: CCNc1nc(NC(C)(C)C)nc(SCC(N)=O)n1
 : -3	2	1	3	-5	5	1.5	3	6	-2
39: O=C(Nc1cccc2ccccc12)C1CCN(C(=O)Cc2ccccc2)CC1
 : 0	0	1	1	0	-4	2.4	-2	-5	5
40: CCOC(=O)N1CCC(NC(=O)C2CCN(S(=O)(=O)c3c(C)noc3C)CC2)CC1
 : 3	0	-6	-6	-1	-2	0.3	3	-3	18

Further structures.
The line under a structure holds: PRMT1 FP inh	HTRA1 inhibitor	rCAG binder	TCR-CD3 inh	LEDGF integ inh	ABHD4 inh	PG9 binder	TDP2 absorb	SIAE primary	NR1D1 modulator
41: NC(=O)c1cccc(-c2ccnc3c2CC(C(=O)Nc2ccc(Cl)cc2)O3)c1 (configuration not stated)
 : 2	/	3	1	2	-3	0.9	7	-5	-6
42: CC(=O)Nc1nonc1NC(C)=O
 : -3	3	1	1	0	3	-0.3	7	2	-4
43: CC(=O)c1c(O)cc2c3c1OC(C)(C)C1CCC(C)(CC31)O2 (configuration not stated)
 : 0	-14	1	-6	-2	-7	-0.2	-8	5	9
44: Clc1ccc2c(NCc3ccccn3)ccnc2c1
 : -2	-4	2	-5	2	0	-2.0	-11	-8	6
45: Cc1ccc(OCC(=O)Nc2ccc3c(c2)nc2n3CCOC2)cc1
 : 1	-12	1	4	-3	1	-2.0	-1	5	-1
46: Cn1c(N)c(C(=O)CSc2nnc(C3CC3)n2Cc2ccccc2)c(=O)[nH]c1=O
 : -4	5	0	5	3	-4	-2.6	5	-7	0
47: Cc1nnc(SCC(=O)NNC(=O)c2ccccc2)n1N
 : 0	11	2	2	-1	0	1.4	0	-1	4
48: O=C(CSc1nnnn1-c1cccc(C(=O)O)c1)NC(c1ccccc1)c1ccccc1
 : 2	-2	23	-6	-1	7	2.6	-9	-1	3
49: C=CCOc1cccc(C2C(C(=O)c3ccco3)=C(O)C(=O)N2Cc2ccco2)c1 (configuration not stated)
 : 4	5	7	-9	6	7	2.5	-14	2	0
50: CCNc1cc(N2CCOCC2)nc(SC)n1
 : -6	1	-3	2	6	-2	-2.1	-11	1	-3

The list continues.
The line under a structure holds: PRMT1 FP inh	HTRA1 inhibitor	rCAG binder	TCR-CD3 inh	LEDGF integ inh	ABHD4 inh	PG9 binder	TDP2 absorb	SIAE primary	NR1D1 modulator
51: CCOc1ccc(S(=O)(=O)N2CCCC(C(=O)NCc3ccccn3)C2)cc1Cl (configuration not stated)
 : -1	0	-3	-4	-3	1	0.1	6	-6	2
52: O=S(=O)(c1ccc(F)cc1)c1nc(-c2ccc(F)cc2)oc1NCCN1CCOCC1
 : 6	-1	-7	-6	3	4	-2.8	0	-2	4
53: CC1CCN(C(=O)c2nc[nH]c2C(=O)N2CCc3ccccc3C2)CC1
 : -1	1	-7	4	1	8	-0.7	-15	0	0
54: COc1coc(C(O)C[N+](=O)[O-])cc1=O (configuration not stated)
 : 5	3	2	3	1	0	-1.9	-6	-4	-4
55: O=C(/C=C/c1ccc(F)cc1)NC(=S)N1CCN(c2ccccn2)CC1
 : -2	-1	-1	-1	6	1	-2.6	1	4	0
56: CC(C)NC(=O)N(C)C[C@@H]1OCc2cn(nn2)CCCC(=O)N([C@@H](C)CO)C[C@H]1C
 : -2	/	5	12	3	5	-3.3	0	7	6
57: COc1ccc(OC)c(NC(=O)/C=C/c2ccccc2[N+](=O)[O-])c1
 : 1	-4	2	5	-1	4	-1.6	3	1	-3
58: COc1ccc(OC)c(S(=O)(=O)Nc2ccc(O)c3ccccc23)c1
 : 13	0	9	-4	23*	12	-1.0	41*	-1	3
59: CCCn1nc(NC(=O)c2cccs2)c2cc3cc(C)ccc3nc21
 : -1	-59	4	2	1	-6	-2.1	-5	-8	0

Bioassay records as filed in PubChem BioAssay.

Only part of the results is shown, so the mix of outcomes need not match the whole.
